HBB splice mod: alters splicing of the hemoglobin beta chain; AID 925; Potency, µM (series often up to 46.1 µM), for the others: top-dose activation, actives largely listed as activators; HBB splicing reporter cell assay, activation; EGFP reporter with mutant IVS2-654 intron; response scale: normalised to 500 nM splice-correcting PNA; actives 0.06% (n = 65,000); note: potency is the fitted concentration of half-maximal effect; 0% is about no effect
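HeLa cells stably expressing EGFP interrupted by mutant beta-globin intron 2 (IVS2-654), 500/well in 2% FCS. Treated with compound for 2 days at 37C. Splicing correction scored as total well GFP intensity (488 nm excitation, 500-520 nm emission); 500 nM antisense PNA served as control.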
Epigenetic mod: epigenetic modulators derepressing GFP locus in mouse cells; mouse C127i GFP locus derepression, cytometry, 30 h; AID 597; Potency, µM (top dose mostly 46.1 µM), without a hit: top-dose GFP derepression (activation); actives 0.09% (n = 68,000); note: % of control where 0% means no effect
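Read-out is the number of GFP-positive cells, scored as fluorescent objects 20 to 120 um wide, reflecting derepression of a silenced CMV-GFP reporter in murine C127i cells after 30 h compound exposure at 37 C.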
A350 autofl: compounds fluorescent in Alexa 350 spectral region. Compound autofluorescence, 340/450 nm, Alexa 350 dye-equivalents; hits give high values. max dye-equivalent concentration, M. actives 11% (n = 59,000). AID 590; in the data active = max dye-equivalent concentration above about 10 nM; inconclusive = mostly about 1.1 nM to 9.6 nM
TexasRed autofl: Texas Red region autofluorescence. Compound fluorescence, Texas Red channel, 547/618 nm; hits give high values. max dye-equivalent concentration, M. actives 0.06% (n = 59,000). AID 587; in the data active = max dye-equivalent concentration above about 10 nM; inconclusive = between about 1.1 nM and that limit
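Fluorescence at ex 547/em 618 nm, normalized against an on-plate Texas Red standard series to give dye-equivalent concentration per compound concentration. Buffer 100 mM Tris, pH 8.0; 15 min RT incubation before CCD imaging.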
Hsp90 Hop PPI: changes Hsp90-Hop TPR2A binding signal, up or down; AlphaScreen TPR2A-His6 binding biotin-Hsp90 C-terminal peptide; Potency, µM (series often up to 57 µM), without a hit: at the highest dose activity change, negative = inhibition; actives 0.44% (n = 71,000); active = well fitted curve in either direction with a large enough effect; inconclusive = small, poorly fitted or top-dose-only effect, or another doubt; note: potency is the fitted concentration of half-maximal effect; % is set by controls: 0 for no effect and ±100 for the full control effect; many of its hits are not listed in these tables
Ub-GFP proteasome: proteasome inhibitors stabilizing ubiquitin-GFP reporter | Ubiquitin-GFP reporter cells, proteasome inhibition, GFP fluorescence; response scale: untreated = 0%, 10 µM MG-132 = 100% | Potency, µM (series often up to 45.9 µM), inactives show at the top dose activation (GFP accumulation), hits mostly activators | 67,000 tested, under 10 active; active = well fitted activation curve with a large enough effect, not every such curve was filed as active; inconclusive = small, poorly fitted or top-dose-only effect, or another doubt; inactive = no such curve, though single readings can be large or run the other way; note: potency is the fitted concentration of half-maximal effect
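Proteasome blockade was scored as a rise in GFP-expressing U2OS cells carrying a ubiquitin(G76V)-GFP construct, imaged after 4 hr compound treatment at 37 °C across a 46 uM–2.9 nM series.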
Fluorescein autfl: compound fluoresces in the fluorescein spectral region | max fluorescein-equivalent concentration, M | AID 593 | actives 0.91% (n = 59,000) | Compound autofluorescence, 480/540 nm, fluorescein-equivalent; hits give high values; in the data active = max fluorescein-equivalent concentration above about 10 nM; inconclusive = between about 1.1 nM and that limit
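Autofluorescence profiling; 100 mM Tris, pH 8.0; incubation 15 min at RT; ex/em 480/540 nm; result as fluorescein-equivalent concentration.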
ERK AVP inh: blocks ERK signaling stimulated by vasopressin; Potency, µM (highest dose often 57.5 µM), without a hit: at the top dose activity, negative = inhibition, usual class: inhibitors; actives 0.99% (n = 72,000); HEK293-V1b, vasopressin-stimulated pERK AlphaScreen; AID 995; note: potency is the fitted concentration of half-maximal effect; % is set by controls: 0 for no effect and ±100 for the full control effect; nearly all actives have a fitted effect of over 55% in size
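Phosphorylated ERK1/2 detected via AlphaScreen bead proximity in lysates of V1b-expressing HEK293 cells given 25 nM vasopressin for 5 min after 30 min compound exposure (37 °C). AC50 from Hill equation; basal DMSO 0%, vasopressin 100%.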
4MU fluor: 4-MU region autofluorescence; compound autofluorescence, 340/450 nm, 4-MU equivalents; hits give high values; max dye-equivalent concentration, M; actives 11% (n = 59,000); AID 589; in the data active = max dye-equivalent concentration above about 10 nM; inconclusive = mostly about 1.1 nM to 9.6 nM
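Compounds in 100 mM Tris, pH 8.0, sat 15 min at room temperature before fluorescence was read at 340 nm excitation/450 nm emission; a per-plate six-point 4-MU standard curve converted signals to dye-equivalent concentration at each compound concentration.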
CRE Fsk mod: modulators of forskolin-stimulated CRE signaling in CHO cells | CHO CRE-bla reporter (cAMP response element driving beta-lactamase), forskolin EC10, beta-lactamase ratio | Potency, µM (top dose mostly 38.2 µM), without a hit: top-dose activity change, negative = inhibition, usual class: activators | actives 2.5% (n = 71,000); active = well fitted activation curve with a large enough effect in the signal ratio, with a control signal flat, not every such curve was filed as active; inconclusive = small, poorly fitted or top-dose-only effect, or effect the other way, or a change in a side signal; the % refers to the signal ratio; note: potency is the fitted concentration of half-maximal effect; % of control where 0% means no effect
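qHTS titration format; CRE-bla CHO reporter; stimulus EC10 NKH 477, a water-soluble forskolin. Read: CCF4 460/530 nm ratio. Potency expressed as AC50 for activators or inhibitors.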
Luciferase inh: blocks Photinus pyralis firefly luciferase activity | purified firefly luciferase, luminescence, 8 min | Potency, µM (titrated, usually from 57.1 µM), for inactives: at the top dose activity change, negative = inhibition, hits mostly inhibitors | actives 2.2% (n = 72,000) | AID 411; note: potency is the fitted concentration of half-maximal effect; % is set by controls: 0 for no effect and ±100 for the full control effect; nearly all actives have a fitted effect of over 40% in size
Target sequence (P08659 whole entry, looked up): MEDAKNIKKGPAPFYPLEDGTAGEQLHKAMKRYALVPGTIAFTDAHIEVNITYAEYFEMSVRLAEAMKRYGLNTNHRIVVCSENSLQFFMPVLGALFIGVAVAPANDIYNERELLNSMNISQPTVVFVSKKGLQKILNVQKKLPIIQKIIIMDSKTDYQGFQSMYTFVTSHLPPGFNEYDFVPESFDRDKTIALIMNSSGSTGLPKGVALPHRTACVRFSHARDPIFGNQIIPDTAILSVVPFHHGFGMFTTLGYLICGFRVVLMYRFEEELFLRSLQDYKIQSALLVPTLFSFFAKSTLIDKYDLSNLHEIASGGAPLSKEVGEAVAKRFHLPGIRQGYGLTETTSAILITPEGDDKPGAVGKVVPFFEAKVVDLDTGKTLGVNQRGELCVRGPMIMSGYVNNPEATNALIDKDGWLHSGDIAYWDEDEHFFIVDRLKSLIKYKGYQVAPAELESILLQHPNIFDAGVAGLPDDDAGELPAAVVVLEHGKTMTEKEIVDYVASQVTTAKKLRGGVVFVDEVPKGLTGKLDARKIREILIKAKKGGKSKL
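Compounds were tested as concentration series (qHTS) against purified P. pyralis luciferase with luciferin and 10 uM ATP in 50 mM imidazole pH 7.2, 50 mM KCl, 7 mM MgCl2, 0.01% Tween 20, 0.05% BSA. Luminescence was read after 8 min at ambient temperature.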
* = called active by the depositor; i = inactive; ? = inconclusive; · = no result given; [ ] = dose if it differs, or a comment. Unless noted, calls come from the whole dose curve; as a rule, active = well fitted curve in the direction sought with a large enough effect; inconclusive = small, poorly fitted or top-dose-only effect, or another doubt; inactive = no such curve, though single readings can be large; an effect the other way counts as inactive or inconclusive. The list is partial; rates above refer to the full screens.

SMILES	HBB splice mod	Epigenetic mod	A350 autofl	TexasRed autofl	Hsp90 Hop PPI	Ub-GFP proteasome	Fluorescein autfl	ERK AVP inh	4MU fluor	CRE Fsk mod	Luciferase inh
O=c1c(-c2ccccc2)c(O)nc2ccccn12	-4.2%	-1%	1.9e-08M*	?	-5%	3%	?	-19%	1.4e-08M*	0%	1%
CCOCC(=O)Nc1cc(C(=O)OC)ccc1C(=O)OC	1.6%	6%	1.2e-07M*	?	-7%	-4%	?	-17%	1.1e-07M*	20%	3%
C[C@]12C=CC(=O)C=C1CC[C@@H]1[C@@H]2[C@@H](O)C[C@@]2(C)[C@H]1CC[C@]2(O)C(=O)COC(=O)CCC(=O)O	·	-4%[20.6 µM]	i	i	·	·	i	·	i	·	0%[25.5 µM]
O=C(O)CCc1nc(-c2cccs2)no1	0.0%	4%	i	i	-2%	14%	?	15%	i	-4%	2%
O=c1c2ccccc2nc(COc2ccccc2)n1/N=C/c1ccco1	-0.1%	0%	i	i	-2%	0%	i	-17%	i	?	0%
O=C(CN1CCN(c2ccccn2)CC1)NC(=O)NC1CCCCC1	-0.3%[57.5 µM]	0%	i	i	0%	7%	i	-19%	i	-3%	2%
CC(=O)C1=C(C)NC(SCC(=O)c2ccccc2)=C(C#N)C1CC(C)C (stereo unspecified)	-1.2%[57.5 µM]	-2%	i	i	8%	5%	?	64%[activator]	i	10%	-6%
CCCn1c(=O)c2[nH]c(-c3ccc(OCC(=O)NCCN)cc3)nc2n(CCC)c1=O	3.4%	1%	i	i	-20%	-3%	?	-13%	i	-7%	3%
Cc1cccc(C)c1NC(=O)C(c1ccccc1)N1CCN(C(=O)c2ccco2)CC1 (stereo unspecified)	-0.1%	4%	i	i	-2%	8%	i	22%	i	-7%	2%
Cc1ccc(Cn2nnc3c(=O)n(CC(=O)OCc4ccccc4)cnc32)cc1	-3.1%	1%	i	i	-2%	-3%	i	-4%	i	?	-2%
N#CC1=C(N)Oc2c(ccc3cccnc23)C1c1cccnc1 (stereo unspecified)	-0.2%[57.5 µM]	20%	2.3e-07M*	?	32µM*	2%	i	9%	2e-07M*	?	-13%
COc1cc(NS(=O)(=O)c2ccc(F)cc2)c(OC)cc1NC(C)=O	-0.6%[9.22 µM]	-2%	·	·	-1%	-1%	·	9%	·	1%	-2%
CC(C)N(Cc1nc(-c2ccccc2)no1)C(=O)CN1C(=O)c2ccccc2C1=O	0.1%	-3%	i	i	-1%	5%	?	?	i	?	0%
CCOC(=O)Cn1nnc(-c2cccc(OC)c2)n1	-5.2%	1%	i	i	3%	1%	?	20%	i	?	-26%
O=C(COc1ccc(S(=O)(=O)NC2CCCCC2)cc1)N1CCN(c2ccc(F)cc2)CC1	-0.4%	-2%	·	·	-10%	-8%	·	-18%	·	6%	-2%
COc1ccccc1N1CCN(CCN(C(=O)C2CCCCC2)c2ccccn2)CC1	0.0%	0%	i	i	-6%	-5%	?	1%	i	-5%	-2%
O=C(c1cccs1)N1CCN(C(=O)c2ccco2)c2ccccc2C1	0.8%	3%	i	i	3%	11%	i	-8%	i	?	3%
CCOC(OCC)P(=O)(c1ccccc1)c1ccccc1	-3.3%	0%	·	·	-2%	-3%	·	6%	·	3%	0%
CCCCCCS(=O)Cc1ccccc1 (stereo unspecified)	0.0%[9.22 µM]	0%	·	·	-1%	-3%	·	0%	·	-2%	0%
C[C@H](Br)C(=O)c1ccc2cc(Br)c3ccccc3c2c1	0.8%[9.22 µM]	2%[9.22 µM]	i	i	-3%[11 µM]	4%[9.17 µM]	?	-5%[11.5 µM]	i	10%[7.6 µM]	1%[11.4 µM]
Cn1nnnc1P(=O)(c1ccccc1)c1ccccc1	0.1%[57.5 µM]	-1%	i	?	1%	-1%	i	-7%	i	2%	0%
Cc1cccc(-n2ncc3c(NCc4cccs4)ncnc32)c1	0.2%	-2%	i	i	16%	3%	i	?	i	?	?
COC(=O)Cn1ncn2c(cc3oc(C)cc32)c1=O	-4.7%	-1%	i	i	-2%	-10%	?	-7%	i	?	-24%
Cc1cc(C)n2cc(CSCc3ccco3)nc2n1	-0.3%[57.5 µM]	1%	i	i	-1%	-1%	?	15%	i	-1%	-3%
CCOc1ccc(OCc2ccc(C(=O)N3CCCC3)o2)cc1	-0.6%	-2%	1.7e-08M*	i	-1%	0%	?	13%	1.9e-08M*	4%	-1%
CCC(=O)Nc1ccc2nc(SCC(=O)N3CCCC3)sc2c1	4.9%[0.369 µM]	4%	5.5e-07M*	i	-6%	-3%	i	-2%	4.1e-07M*	-7%	-6%
Nc1c(S(=O)(=O)c2cccc(Cl)c2)c2nc3ccccc3nc2n1/N=C/c1ccc(O)c(O)c1	1.0%	6%	i	i	?	1%	?	-20%	i	?	-1%
COc1ccc(-c2n[nH]c(C)c2-c2ccc(OC)c(OC)c2)c(O)c1	0.3%	0%	i	i	-12%	-5%	i	?	i	?	0%
COc1ccc2[nH]cc(CCNc3ccnc(-c4ccc(C(=O)N(C)C)cc4)n3)c2c1	0.1%	6%[9.22 µM]	i	i	-12%	-2%	i	-21%	i	2.5µM*	-5%[2.29 µM]
Clc1cccc2c1CN(C1=NCCN1)C2	·	-1%	·	·	-6%	7%	·	-3%	·	-8%	1%
Cc1cc(NS(=O)(=O)c2ccc(NC(=O)NC3CCCCC3)cc2)no1	8.5%	5%	?	i	-3%	0%	?	-10%	i	-11%	-8%
O=C(Nc1ccc(F)cc1)C1CCCCC1	-0.4%[57.5 µM]	2%	i	i	1%	0%	?	12%	i	-12%	-1%
COc1ccccc1NC(=O)c1ccc(N)cc1	0.4%[57.5 µM]	1%	i	i	-6%	2%	i	-28%	i	-1%	-9%
CSc1nnc2c(n1)OC=Nc1ccccc1-2	0.2%	-3%	i	i	-3%	-7%	i	-20%	i	8%	1%
CCO/C=N/c1c(C#N)c2c(c(=S)n1C)COC(C)(C)C2	0.5%	2%	i	i	-8%	6%	?	-6%	i	-1%	2%
CCc1nc(NCCN2CCOCC2)c2oc3ccccc3c2n1	1.5%[57.5 µM]	4%	i	i	-3%	4%	i	-18%	i	?	1%
Cc1cccc(NC(=O)Cn2c(C)c(C#N)c3ccccc32)c1C	·	-3%	i	i	-5%	0%	i	12%	i	3%	0%
O=C(NCc1cccs1)C1CCCN1C(=O)Nc1ccccc1 (stereo unspecified)	·	1%	i	i	4%	0%	i	-6%	i	-3%	0%
O=C(Cn1cnc2c(nnn2Cc2ccccc2)c1=O)N1CCCc2ccccc21	0.5%	·	·	·	-4%	-3%	·	·	·	-12%	2%
NC(=O)c1ccsc1NC(=O)COc1ccccc1	0.3%	-2%	i	i	-4%	0%	i	-21%	i	6%	20µM*
Cc1nc(NC2=NCN(Cc3cccnc3)CN2)nc2c(C)cccc12	-1.9%[57.5 µM]	0%	i	?	-1%	2%	?	10%	i	-6%	3%
CC(=O)N1C2CCCCC2S[C@H]2CCCCC21 (stereo partly specified)	2.2%	-1%	?	?	-3%	9%	?	5%	1e-08M*	-10%	0%
N#Cc1c(NC(=O)CSc2nnc(-c3ccncc3)n2CC2CCCO2)sc2c1CCCC2 (stereo unspecified)	·	0%	i	i	-3%	0%	i	5%	i	?	0%
CC(=O)NC1C2CN3CCN(C2)CC1(Cc1ccccc1)C3 (stereo unspecified)	-1.8%	0%	i	i	-4%	-4%	i	-9%	i	-4%	0%
COc1ccccc1CN(C(=O)c1ccco1)C(C(=O)NC1CCCC1)c1ccncc1 (stereo unspecified)	0.2%[57.5 µM]	-2%	i	i	-1%	2%	?	7%	i	-4%	0%
NS(=O)(=O)c1ccc(C(=O)O)cc1	1.7%[9.22 µM]	0%[20.6 µM]	i	i	-3%[11 µM]	5%[9.17 µM]	?	-13%[11.5 µM]	i	11%[7.6 µM]	2%[25.5 µM]
COc1cc(C(=O)N2CCC(c3nc(-c4cccnc4)no3)CC2)cc(OC)c1OC	·	0%	i	?	0%	-3%	i	-7%	i	5%	-1%
CCn1ncc(Br)c1C(=O)Nc1cc(C)ccc1F	-1.3%	-3%	i	i	2%	7%	i	27%	i	2%	1%
